NRP1-CendR mod: alters CendR peptide binding to human NRP-1. O14786. FAM-RPARPAR peptide binding to NRP-1, fluorescence polarization. inhibition, % at 25 µM. hit rate 0.85% among 360,000. AID 602438;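 active = inhibition or corrected inhibition above about 18%, plus a signal ratio from 0.5 to 1.5, limit read from the data, passing the limit was not always enough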; also: strong numbers were not always called active
bovine MsrA act: activates bovine MsrA enzyme; purified bovine MsrA, absorbance read-out; activation, % at 10.6 µM; hit rate 0.3% among 360,000; AID 602163; in the data active = activation above about 7.5%;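 also: 0% = vehicle and 100% = reference activator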
SKN-1 inh: C. elegans SKN-1 inhibition | inhibition, % at 21.8 µM | hit rate 0.49% among 360,000 | C. elegans VP596 Pgst-4::GFP/RFP ratio, acrylamide-induced, 24 h;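 active = interference check ratio from 0.5 to 1.5 plus GFP to RFP signal ratio inhibition reaching or exceeding a fixed threshold, cut at about 30% in these data, passing the limit was not always enough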; also: some compounds called inactive have numbers as strong as hits
MsrA inhibitor: inhibitors of bovine MsrA; inhibition, % at 15.5 µM; AID 651718; hit rate 0.75% among 360,000; purified bovine MsrA, absorbance read-out; in the data active = inhibition above about 4.5%;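 also: 0% = vehicle wells with enzyme and 100% = reference inhibitor wells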
eLon inh: E. coli protease La inhibition; P0A9M0; purified E. coli Lon protease, fluorescence polarization; inhibition, % at 7.94 µM; hit rate 0.42% among 360,000; in the data active = inhibition above about 13%, passing the limit was not always enough;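 also: 0% = enzyme with probe and DMSO and 100% = no enzyme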
FAS TE block: blocks the thioesterase domain of human fatty acid synthase; P49327; recombinant FAS-TE, OMFH fluorogenic substrate, fluorescence endpoint; inhibition, % at 15 µM; hit rate 0.67% among 360,000; AID 602261;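 active = compounds whose normalised, plate-corrected inhibition of enzyme fluorescence in the single-dose primary screen is 50% or more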;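 also: 0% = DMSO with enzyme and 100% = substrate without enzyme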
Neddyl block: cullin neddylation inhibition | P61081+Q13564 | TR-FRET cullin neddylation, biochemical | calls only at 25 µM | hit rate 0.58% among 360,000; in the data active = inhibition above about 36%
Rin1 Abl inh: blocks binding of human Rin1 to Abl; P00519+Q13671; TR-FRET Rin1/Abl binding, biochemical; inhibition, % at 7.35 µM; hit rate 0.4% among 360,000; in the data active = inhibition above about 5%, passing the limit was not always enough
MT1-MMP act inh: blocks activation of human MT1-MMP. AID 651647. P50281. GFP/RFP ratio change, % at 20 µM. HT1080 RFP-PRO-GFP cells, GFP/RFP ratio fluorescence, overnight; percent of plate control window, DMSO zero. hit rate 0.061% among 360,000;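 active = GFP/RFP ratio change of at least 30% with cell ATP level not reduced by more than half and red fluorescence within 50% of control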; also: strong numbers were not always called active
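Material – HT1080 RFP-PRO-GFP cells · Control set – DMSO wells and RFP-L50D-GFP cells · Incubation – overnight cell settling, then overnight compound exposure, 37 °C, 5% CO2 · Compound dosing – single-point 20 µM compound, 1% DMSO · Read-out – GFP/RFP fluorescence ratio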
The depositor's hits bear a star; i = inactive; . = no result given.

SMILES | NRP1-CendR mod | bovine MsrA act | SKN-1 inh | MsrA inhibitor | eLon inh | FAS TE block | Neddyl block | Rin1 Abl inh | MT1-MMP act inh
CN(C)CCCNS(=O)(=O)c1ccc(NC2CCCCCC2)c([N+](=O)[O-])c1 | 6 | 4 | 5 | 1.0 | -2 | -6 | i | -5 | 4
CCn1cc(CN2CCCC(C(=O)c3ccc(-c4ccccc4)c(F)c3)C2)cn1 (stereo not drawn) | 5 | -3 | 6 | -1.0 | -3 | -3 | i | -6 | 6
COc1ccccc1Cn1c(CO)nc2ccccc21 | -8 | -1 | 10 | -1.0 | 7 | -5 | i | -1 | 2
CCCCN(C(=O)C1CCCO1)c1c(N)n(CC(C)C)c(=O)[nH]c1=O (stereo not drawn) | -2 | -1 | 9 | -1.7 | -11 | -6 | i | 0 | -3
Cc1ccc(NC(=O)/C(=C\c2ccc([N+](=O)[O-])cc2)NC(=O)c2ccccc2)cc1 | 0 | -1 | 8 | 0.4 | -6 | 20 | i | 2 | 1
CC1C(=O)OC(c2ccc(Cl)cc2)C(C)(C)C1=O (stereo not drawn) | -5 | -6 | -11 | -0.8 | -3 | -4 | i | 2 | -3
O=c1c2[nH]c3ccccc3c2ncn1CCN1CCCCC1 | 8 | -1 | -9 | 0.9 | -4 | -10 | i | 1 | 3
O=C(CNS(=O)(=O)c1cccc(C(F)(F)F)c1)NC1CCCCCC1 | 10 | -4 | 6 | 1.6 | 1 | -6 | i | 1 | 0
Cc1ccc(NC(=O)Cc2ccc([N+](=O)[O-])cc2)c(Br)c1 | -3 | -10 | 7 | 2.7 | 5 | -3 | i | 6 | 8
COC(=O)COc1cccc2c(=O)n(CC(=O)NCCc3ccccc3)ccc12 | -15 | -3 | -10 | 1.7 | -12 | -2 | i | -3 | 1
CC(=O)c1cn(C2OC(CO)C3OC(C)(C)OC32)c(=O)n(C)c1=O (stereo not drawn) | -8 | 0 | -2 | -0.8 | -9 | -5 | i | 3 | -1
CCOC(=O)C(=O)Nc1nnc(SCc2ccc(F)cc2)s1 | 4 | -6 | 7 | 1.8 | -5 | -11 | i | -1 | -1
CCN(C(=O)COc1cccc2cccnc12)C1CCS(=O)(=O)C1 (stereo not drawn) | 17 | -1 | 24 | 0.5 | -1 | -4 | i | 1 | -3
C/C(=N\Nc1nc(N2CCCCCC2)nc(N2CCCCCC2)n1)c1ccccc1 | 7 | -10 | 11 | -0.2 | 1 | 21 | i | 5 | -1
O=C(NNc1cc(C(F)(F)F)nc2ccccc12)Nc1cccc(Cl)c1 | 9 | -6 | 17 | -0.6 | -1 | 41 | i | 1 | 5
Cc1cc(C)c2c(N=NN3CCCCC3)[nH]nc2n1 | 9 | -10 | -8 | 0.9 | -1 | -10 | i | 7 | -1
Cc1ccc(NC(=O)COc2ccc(N3CC(C(N)=O)CC3=O)cc2)c(C)c1 (stereo not drawn) | 5 | -5 | 4 | -0.8 | 8 | -4 | i | 1 | -4
O=C(CS(=O)CC(=O)N(c1ccccc1)C(C(=O)NC1CCCCC1)c1ccco1)Nc1ccc(F)cc1 (stereo not drawn) | -12 | -2 | -4 | -2.1 | 2 | -8 | i | -4 | -4
C1CCN=C(Nc2nn[nH]n2)CC1 | -66 | -3 | -3 | 1.0 | -10 | -6 | i | 2 | -3
Cc1cccc(/C(N)=N/OC(=O)COc2ccccc2Cl)c1 | -2 | 0 | -6 | -0.2 | -9 | 12 | i | 0 | 0
NS(=O)(=O)c1ccc(N/N=C/c2cn(-c3ccccc3)nc2-c2ccccc2)c([N+](=O)[O-])c1 | -12 | -4 | -7 | 0.7 | 6 | 8 | i | -1 | 20
CC(OC(=O)C1CC(=O)N(Cc2ccco2)C1)C(=O)Nc1ccccc1[N+](=O)[O-] (stereo not drawn) | -6 | -2 | 6 | 0.5 | -1 | -7 | i | 0 | -4
COc1ccccc1NC(=O)Nc1nc(C(N)Cc2ccc(Cl)cc2)cs1 (stereo not drawn) | -14 | 1 | 3 | -1.2 | -8 | -9 | i | 3 | -1
Cc1cc(C)n(CCNC(=O)c2cc(COc3ccc4ncccc4c3)on2)n1 | 3 | -8 | -17 | -0.5 | 2 | -9 | i | 0 | 3
Cc1ccc(C2c3[nH]c4ccccc4c3C[C@H]3C(=O)N(c4ccccc4C(=O)N4CCC[C@@H]4C(=O)O)C(=O)N23)cc1 (stereo partly drawn) | 3 | 0 | 6 | 0.5 | -7 | -2 | i | -3 | -4
CCOc1ccc(C(C)NC(=O)Cc2ccccc2F)cc1OCC (stereo not drawn) | 2 | -3 | -7 | 0.9 | 1 | -5 | i | 2 | -12
CCOC(=O)C1CCN(Cc2cn[nH]c2-c2ccc(C)cc2)CC1 | 15 | 3 | -8 | 0.8 | -1 | -5 | i | 4 | -3
CCCN1CCN(CCCNC(=O)c2cc3c(=O)oc4ccc(C)cc4c3s2)CC1 | 12 | 0 | 23 | -0.5 | -14 | -3 | i | -5 | 6
CN(C)C(=O)COC(=O)c1ccccc1OCC(=O)Nc1ccc(SC(F)F)cc1 | -1 | -3 | -9 | 0.6 | 3 | 10 | i | 2 | 8
Cc1nc(CCNC(=O)CC2C(=O)NCCN2CC(C)C)nc2c1CCC2 (stereo not drawn) | 6 | -6 | 0 | -0.2 | 6 | -5 | i | 1 | 1
COc1ccc2nc(C)cc(N3CCOCC3)c2c1 | -12 | 0 | -13 | 0.3 | -1 | -9 | i | -2 | 3
COC(=O)C1=C(O)/C(=C/c2cccc(OC)c2O)N=C1C | 0 | -8 | -3 | 1.0 | 2 | -4 | i | -2 | -2
O=C(NCCc1ccc(Cl)cc1)C1CCN(C(=O)c2ccc(F)cc2)CC1 | 16 | -13 | -7 | -0.8 | 6 | -4 | i | 0 | 4
CC1CCc2c(sc(NC(=O)c3nc4ncccn4n3)c2C#N)C1 (stereo not drawn) | -3 | -1 | 0 | 0.8 | -12 | -8 | i | -1 | 4
Cc1ccc(-c2cn3nc(C)c(C)nc3n2)cc1 | -20 | 0 | 30 | 1.4 | -9 | -10 | . | -1 | -12
Cc1c(Cl)cccc1NC(=O)C(=O)NNC(=O)c1ccccc1F | -6 | -5 | -11 | -0.3 | 10 | -1 | i | 1 | 10
Nc1nnc(SCC(=O)Nc2cccc3ccccc23)s1 | 15 | -6 | 1 | 0.8 | 5 | -6 | i | 3 | -1
O=C(c1ccc(S(=O)(=O)N2CCCCC2)cc1)N1CCN(c2ccccc2)CC1 | -14 | -3 | 10 | 0.0 | -1 | 6 | i | 0 | -2
CCOC(=O)c1ccccc1NC(=O)C=C(C)C | -10 | -1 | 0 | -0.1 | 2 | -5 | i | 1 | -9
CC1(C)CC(=O)C2=C(C1)OC(N)=C(C#N)C2c1cn(-c2ccccc2)nc1-c1ccc(F)cc1 (stereo not drawn) | -11 | -1 | 16 | -0.1 | 7 | 29 | i | 4 | -11

Already shown: an excerpt of the list.
SMILES | NRP1-CendR mod | bovine MsrA act | SKN-1 inh | MsrA inhibitor | eLon inh | FAS TE block | Neddyl block | Rin1 Abl inh | MT1-MMP act inh
O=C(c1ccc(S(=O)(=O)N2CCCCC2)cc1)N1CCN(c2ccccc2)CC1 | -14 | -3 | 10 | 0.0 | -1 | 6 | i | 0 | -2
CCOC(=O)c1ccccc1NC(=O)C=C(C)C | -10 | -1 | 0 | -0.1 | 2 | -5 | i | 1 | -9

The results go on:
SMILES | NRP1-CendR mod | bovine MsrA act | SKN-1 inh | MsrA inhibitor | eLon inh | FAS TE block | Neddyl block | Rin1 Abl inh | MT1-MMP act inh
CCOc1cc(C(=O)Nc2ccc(C)cc2O)ccc1OCC(=O)N1CCOCC1 | -25 | -5 | 0 | -1.3 | -5 | -4 | i | 3 | -7
COc1ccccc1/C=C/C(=O)NCC(=O)N/N=C/c1ccc(C(=O)O)cc1 | 0 | -4 | -12 | 0.4 | -4 | -3 | i | 1 | 3
COc1ccc(NC(=O)c2ccc3c(c2)C(=O)N(CC2CCCO2)C3=O)cc1O (stereo not drawn) | 8 | -5 | 5 | -0.2 | 7 | -3 | i | -7 | 0
O=C(CSCc1ccc(Br)cc1)N=Nc1c(O)[nH]c2ccccc12 | -2 | -11 | -5 | 1.4 | -2 | 5 | i | -3 | 3
O=S(=O)(CCc1nc2ccccc2s1)c1ccc(Cl)cc1 | -8 | -1 | -3 | -0.2 | -5 | 4 | i | -2 | -3
Cc1cc(NC(=O)c2c(C)noc2C)no1 | -5 | -3 | 15 | -1.1 | -6 | -5 | i | -1 | 2
Cc1cccc(NC(=O)C(C)Sc2nc3nc(C)cc(C)n3n2)c1 (stereo not drawn) | -3 | -1 | 2 | -0.6 | -6 | -5 | i | 4 | 3
CCc1nc2c(OCc3ccccc3)cccn2c1N(Cc1ccccc1)C(C)=O | 1 | -1 | 8 | -0.1 | 2 | 2 | i | -1 | -3
COc1ccc(C(O)c2nccc3cc(OC)c(OC)cc23)cc1OC (stereo not drawn) | 4 | -7 | -1 | 0.0 | -5 | 4 | i | -6 | 1
O=C(Nc1ccc(Oc2ccsc2C(=O)O)cc1)c1ccccc1 | 2 | 0 | 14 | 0.2 | -11 | -4 | i | 0 | 0
CCn1cc(C(=O)N(C)c2ccc(OC)cc2)c2cc(OC)c(OC)cc2c1=O | 8 | 1 | 18 | -0.8 | 6 | -5 | i | 0 | -4
CN(C)C(CNC(=O)c1cc(S(=O)(=O)N(C)c2ccccc2)ccc1Cl)c1ccccc1 (stereo not drawn) | -9 | -6 | -6 | -0.5 | -4 | -4 | i | -2 | 1
Cc1ccc(S(=O)(=O)N2CC(O)CC2C(=O)NCc2ccc3c(c2)OCO3)cc1 (stereo not drawn) | 4 | -2 | 3 | 2.4 | 3 | -4 | i | 5 | -2
CN(C)C(=O)c1nnc(Cc2ccc(Cl)cc2)o1 | -2 | -2 | 8 | 0.4 | 4 | -3 | i | -1 | 1
CCC(C)(C)NC(=O)C(C(C)C)N(CC1CCCO1)C(=O)CNS(=O)(=O)c1ccc(F)cc1 (stereo not drawn) | 3 | -4 | 17 | -0.2 | 4 | 1 | i | 0 | -1
COc1cc(-c2c(C#N)c(N)nc3[nH]c(=S)[nH]c(=O)c23)ccc1O | 14 | 0 | -5 | 5.0* | 4 | -6 | i | 1 | -2
O=C(COC(=O)CNC(=O)c1ccc(Cl)cc1Cl)NC(=O)NC1CCCCC1 | -3 | -3 | 8 | -0.6 | -5 | -5 | i | 0 | 3
CC(C)Sc1nnc(CNC(=O)C23CC4CC(CC(C4)C2)C3)n1Cc1ccccc1 | -7 | -1 | 12 | -0.8 | -3 | 2 | i | -1 | -6
C=CC[C@@H](CC(=O)N(CCO)Cc1ccccc1)C(=O)NC[C@H](OC(=O)[C@@H](CC=C)CC(=O)OC(C)(C)C)c1ccccc1 | -13 | -10 | -7 | 0.8 | -5 | 12 | i | 3 | -13
COc1ccc(S(=O)(=O)N2CCN(C(=O)N(C)C)C2C)cc1 (stereo not drawn) | 1 | 1 | 8 | 1.3 | 6 | -6 | i | 2 | 1
Cc1ccc(S(=O)(=O)N2CCC(=O)N(C(COCc3cccc(C)c3)Cc3ccccc3)CC2)cc1 (stereo not drawn) | 8 | 3 | 4 | -0.7 | 0 | 28 | i | 1 | -3

Compound profiles, as listed above.
CC1C(=O)OC(c2ccc(Cl)cc2)C(C)(C)C1=O (stereo not drawn) as listed: NRP1-CendR mod = -5; bovine MsrA act = -6; SKN-1 inh = -11; MsrA inhibitor = -0.8; eLon inh = -3; FAS TE block = -4; Neddyl block = i; Rin1 Abl inh = 2; MT1-MMP act inh = -3
COc1cc(-c2c(C#N)c(N)nc3[nH]c(=S)[nH]c(=O)c23)ccc1O as listed: NRP1-CendR mod = 14; bovine MsrA act = 0; SKN-1 inh = -5; MsrA inhibitor = 5.0*; eLon inh = 4; FAS TE block = -6; Neddyl block = i; Rin1 Abl inh = 1; MT1-MMP act inh = -2
CCOC(=O)c1ccccc1NC(=O)C=C(C)C as listed: NRP1-CendR mod = -10; bovine MsrA act = -1; SKN-1 inh = 0; MsrA inhibitor = -0.1; eLon inh = 2; FAS TE block = -5; Neddyl block = i; Rin1 Abl inh = 1; MT1-MMP act inh = -9
